High-throughput results deposited in PubChem by several laboratories.
BaF3 parental = reduces parental Ba/F3 cell viability, JAK2V617F counter-screen | inhibition, % at 5.6 µM | CellTiter-Glo ATP luminescence | AID 1486 | 220,000 tested, 1.1% active;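 active = inhibition above a per-campaign cutoff, the mean inhibition of all tested compounds plus 3 SD, cut at about 27% in these data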;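 also: 0% = DMSO wells and 100% = JAK Inhibitor I control wells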
Furin inh = human furin inhibition; inhibition, % at 30 µM; purified furin, fluorogenic substrate cleavage; 220,000 tested, 0.061% active; in the data active = inhibition above about 25%; also: inactives centre near -15
p47phox inh = blocks human p47phox regulatory protein of NADPH oxidases. P14598. p47phox/p22phox peptide binding, fluorescence polarization, 2 h. inhibition, % at 24.7 µM. 220,000 tested, 0.53% active. AID 1274;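 active = inhibition above about 30%, limit read from the data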;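 also: 0% = p47phox with labelled peptide and 100% = labelled peptide alone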
PGE2 EP2 inh = EP2 receptor (human) inhibition | P43116 | 260,000 tested, 0.52% active | C6 glioma cells expressing human EP2, cAMP TR-FRET; cells stimulated with saturating PGE2 | inhibition, % at 25 µM;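 active = percent inhibition above 40 after rounding to a whole number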;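 also: rat C6 glioma host cells with rolipram phosphodiesterase inhibitor present; the protocol text gives 20 µM as final concentration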
Ba/F3 V617F tox = reduce viability of Ba/F3 cells dependent on JAK2V617F; Ba/F3 EpoR-JAK2V617F viability, ATP luminescence; inhibition, % at 5.6 µM; 220,000 tested, 1.1% active; AID 1446;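 active = inhibition above the campaign mean plus 3 SD over all tested compounds, cut at about 24% in these data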;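 also: cytokine-independent growth of Ba/F3 cells driven by EpoR plus mutant JAK2; 0% = DMSO-treated cells and 100% = JAK inhibitor I control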
RBBP9 inhibitor = inhibitors of human serine hydrolase RBBP9; O75884; recombinant RBBP9, FP-Rh probe fluorescence polarization; inhibition, % at 7.94 µM; 220,000 tested, 0.2% active;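 active = inhibition above the campaign mean of all tested compounds plus 3 SD, cut at about 14% in these data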;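 also: plate controls were DMSO wells with RBBP9 for no effect and wells lacking RBBP9 protein for full effect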
Target sequence (O75884 whole entry, looked up): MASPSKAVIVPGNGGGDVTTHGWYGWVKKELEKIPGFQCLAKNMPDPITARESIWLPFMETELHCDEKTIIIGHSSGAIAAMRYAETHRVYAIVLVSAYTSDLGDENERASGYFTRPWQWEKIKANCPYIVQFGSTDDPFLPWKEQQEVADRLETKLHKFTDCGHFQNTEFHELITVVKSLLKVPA
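Test system: recombinant human RBBP9. Quantity: 2.5 µM RBBP9 dispensing solution, before mixing. Detection: FP readout at 525/598 nm. Reagent: Serine-hydrolase probe FP-Rh, 375 nM pre-mixing. Measure: % inhibition. Control set: DMSO-treated enzyme wells and wells lacking RBBP9. Buffer or medium: Tris-NaCl-Pluronic buffer, pH 8.0. Times: preincubation 30 min plus labeling 45 min at 25 °C.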
TbHK1 inh = T. brucei hexokinase 1 inhibition | inhibition, % at 10 µM | AID 1430 | 220,000 tested, 0.11% active | recombinant TbHK1, G6PDH-coupled NADH A340;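 active = inhibition of 50% or more in the single-dose primary screen; inactive = inhibition below 50%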
PPC-1+TRAIL kill = PPC-1 cancer cell killing with TRAIL present; PPC-1 cells + TRAIL, ATPLite viability luminescence; cell killing (% activity), % at 4 µM; 220,000 tested, 0.41% active; AID 1443;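 active = cell killing above 50% in the first pass at 4 µM, then a duplicate retest at 5 µM averaging 50% or more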;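 also: plate controls were cells with TRAIL plus DMSO for no effect and medium-only wells lacking cells for full effect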
p97 inhibitor = inhibitors of human p97 ATPase | recombinant p97 ATPase, Kinase-Glo ATP luminescence, 3 h | 220,000 tested, 0.42% active | P55072 | inhibition, % at 8 µM | AID 1481; in the data active = inhibition above about 15%;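 also: 0% = DMSO vehicle and 100% = wells lacking enzyme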
Target sequence (P55072 whole entry, looked up): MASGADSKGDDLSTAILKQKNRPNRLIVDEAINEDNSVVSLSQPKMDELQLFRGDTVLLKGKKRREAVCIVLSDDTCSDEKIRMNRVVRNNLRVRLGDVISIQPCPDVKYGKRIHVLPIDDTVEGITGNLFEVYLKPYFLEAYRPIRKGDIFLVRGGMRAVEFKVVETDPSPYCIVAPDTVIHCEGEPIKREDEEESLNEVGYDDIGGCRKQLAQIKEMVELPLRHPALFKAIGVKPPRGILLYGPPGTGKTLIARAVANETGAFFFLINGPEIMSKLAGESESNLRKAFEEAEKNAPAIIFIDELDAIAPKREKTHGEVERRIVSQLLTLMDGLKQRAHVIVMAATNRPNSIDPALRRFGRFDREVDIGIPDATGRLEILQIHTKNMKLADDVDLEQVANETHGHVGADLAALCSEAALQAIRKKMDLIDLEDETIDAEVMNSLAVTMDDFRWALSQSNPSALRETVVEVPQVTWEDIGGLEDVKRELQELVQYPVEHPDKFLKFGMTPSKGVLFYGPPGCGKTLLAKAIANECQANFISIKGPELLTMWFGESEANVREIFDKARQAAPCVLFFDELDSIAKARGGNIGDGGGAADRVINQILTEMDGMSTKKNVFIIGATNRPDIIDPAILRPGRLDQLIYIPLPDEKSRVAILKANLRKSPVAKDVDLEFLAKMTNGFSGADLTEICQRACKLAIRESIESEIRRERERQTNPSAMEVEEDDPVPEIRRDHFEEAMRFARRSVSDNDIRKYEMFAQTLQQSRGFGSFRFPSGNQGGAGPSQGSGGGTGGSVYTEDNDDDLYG
Numbers without * were called inactive; nt = no result given; & = joins results of further samples; [ ] = dose if it differs, or a comment.

SMILES	BaF3 parental	Furin inh	p47phox inh	PGE2 EP2 inh	Ba/F3 V617F tox	RBBP9 inhibitor	TbHK1 inh	PPC-1+TRAIL kill	p97 inhibitor
CCOC(=O)c1ccc(CNC(=O)CSc2nnnn2-c2ccc(Cl)cc2)o1	-2	-16	-22	nt	-3	-9	-2	6	0
CCCC(=O)OCC(=O)Nc1ccccc1Sc1ccccc1	4	-11	-7	10	0	-1	0	14	-1
CC(=O)c1cnn(-c2ccc(Cl)c(Cl)c2Cl)c1C	2	-22	12	1	-1	-2	17	0	6
COc1nc(N)c(S(=O)(=O)c2ccccc2)cc1C#N	2	-25[20 µM]	-52	4	-3	-9	-2	6	0
C=CCn1c(CCNC(=O)c2cccs2)nnc1SCC(=O)c1ccc(Cl)cc1	3	-3[20 µM]	-8	5	0	-8	-5	13	-6
CNC(=S)Nc1cccc(C(=O)OC)c1	-3	-6	-1	3	4	-3	-1	10	-8
CCOc1ccccc1NC(=O)CCc1ccc(C)o1	1	-20[20 µM]	-9	13	-4	3	-1	5	4
CC1=[N+](CC(=O)c2ccccc2)CCn2cccc21	4	-21	-4	9	-3	-9	-23	11	7
COc1cc(C(=O)NC(=S)Nc2ccc3oc(=O)ccc3c2)cc(OC)c1OC	-6	-22[20 µM]	1	11	-1	-6	-18	14	3
CC(=O)C(Sc1nc(N(C)C)nc(N(C)C)n1)C(=O)Nc1ccccc1 (stereo unspecified)	6	-14	-19	4	-1	-1	-4	-15	2
Cc1ccc(S(=O)(=O)N2CCN(S(C)(=O)=O)CC2)cc1	1	-14[20 µM]	nt	14&12	4	-7	4	nt	-5
FC(F)Oc1ccc(NC(=S)N2CCN(Cc3ccccc3)CC2)cc1	0	-17	2	3	-6	0	0	1	1
CCC(=O)N1C(=O)C2(Nc3ccccc3N2)c2ccccc21	5	-2	-12	7	3	-3	-11	19	-3
COc1ccc(Cl)cc1N(CC(=O)NC(C)(C)C)S(=O)(=O)c1ccc(C)c([N+](=O)[O-])c1	5	-10	-11	7	2	-3	15	-17	-4
CCOCCCNCC(=O)NC1(C)C2CCC(C2)C1(C)C (stereo unspecified)	1	-14[20 µM]	4	16	-4	-4	4	14	1
CC(C)N(Cc1cc2ccccc2[nH]c1=O)C(=O)C(C)(C)C	-3	-31	2	18	-5	-2	-12	-8	0
Cc1nn(-c2ccccc2)c(Cl)c1/C=N/NC(=O)CNc1n[nH]c(=O)[nH]c1=O	1	-22	0	5	-1	-7	-5	16	-1
COC(=O)c1cc(S(=O)(=O)N2CCOCC2)ccc1Sc1ccccc1N	0	-15	-1	2	-3	-3	-5	19	2
C=CCn1c(SCC(=O)Nc2cc(NC(C)=O)ccc2OC)nnc1-c1cccnc1	2	-20	-8	12	2	-8	3	9	-2
O=C(Nc1cccc(OC(=O)c2ccco2)c1)c1ccco1	10	-35	-6	16	2	-2	4	5	4
NC(=O)CC[C@H](NC(=O)c1ccc(F)cc1)C(=O)OCC(=O)Nc1c(F)c(F)c(F)c(F)c1F	5	-13	-6	3	-2	6	-4	19	-1
O=C(CSc1nnc(Cc2ccccc2)o1)N1CCCC1	2	-23	-2	4	0	-3	2	10	5
CN(C)c1ccc(/C=C(\C#N)c2ccccn2)cc1	7	-4	1	2	3	-2	-8	14	-18
Cc1[nH]c2ccccc2c1/C=C/c1nc2ccccc2c(=O)n1-c1ccc([N+](=O)[O-])cc1	0	-20	-16	13	-3	-7	-8	24	9
CCn1nnnc1SCC(=O)c1cccc(OC)c1	45*	-24[20 µM]	-41	4	0	-5	2	0	6
Additional results.
SMILES	BaF3 parental	Furin inh	p47phox inh	PGE2 EP2 inh	Ba/F3 V617F tox	RBBP9 inhibitor	TbHK1 inh	PPC-1+TRAIL kill	p97 inhibitor
Nc1nonc1-n1nnc(C(=O)c2ccccc2)c1-c1ccccc1	0	-10[20 µM]	-13	9	-4	1	4	-14	4
COCC(=O)Nc1nc2ccc(C)cc2s1	2	-23[20 µM]	-6	11	-4	-11	3	0	0
CCn1nc(C)c(CN2CCN(Cc3ccc(OC)c(C)c3C)C(CCO)C2)c1C (stereo unspecified)	0	-14	0	4	-2	-2	-2	7	-1
N#Cc1ccc(COC(=O)c2ccc3c(=O)[nH]c(CN4CCOCC4)nc3c2)cc1	1	-17	-21	13	1	-8	-9	33	-4
COc1cc(NC(=O)c2cccc(Cl)c2)c(OC)cc1NC(=O)CN1CCCCC1	7	-28	-2	8&4	-3	-10	-16	nt	-2
CCn1nc(C)c(/C=N/NC(=O)Cn2nnc(N)n2)c1C	0	-16	0	2	4	-6	-5	10	0
CCN(CC)c1nc2c(s1)C(=O)NCCC2	6	-4[20 µM]	-10	1	3	3	-10	16	4
COCCNC(=O)c1nc2ccccc2s1	4	-23	-7	1	0	-5	-6	18	3
CC(C)(CC(=O)O)CC(=O)Nc1cc(C(F)(F)F)cc(C(F)(F)F)c1	-3	-4	-11	6	1	-2	-7	3	2
N/C(=N\OC(=O)CCn1cccc(C(F)(F)F)c1=O)c1ccc(OC(F)(F)F)cc1	1	-16	-2	6	-3	-2	1	-8	2
COCc1cc(=O)[nH]c(-c2csc(C)n2)n1	3	-14	1	8	-5	13	-6	10	9
Cc1cc(Nc2ccc(Br)cc2F)n2nc(C)nc2n1	5	-20	-4	0	0	-6	-5	-5	4
CC(=O)Nc1cccc(/C(C)=N/NC(=S)NC(C)C)c1	1	-12	-6	2	1	-4	-1	16	4
Cc1occc1-c1nnc(SCC(=O)NCc2cccs2)n1CC1CCCO1 (stereo unspecified)	1	-10	5	16	1	-2	2	-20	-1
COc1cccc(/C=N/n2cnc3ccccc32)c1OC	6	-6[20 µM]	-7	2	2	-7	-21	22	-6
O=C(NCC(=O)N(c1cccnc1)C(C(=O)NC1CCCC1)c1ccccc1)c1ccco1 (stereo unspecified)	-1	-39	-1	14	-1	-2	0	1	6
CSc1ccc(CN(C)CC(=O)Nc2ccccc2Br)cc1	4	-4	-6	-2	3	-13	1	22	-11
O=C(NCc1ccco1)c1ccc2nc3sc4c(c3c(=O)n2c1)CCCC4	4	-8	-11	12	0	1	-5	-12	6
COCCNC(=S)N=Nc1c(O)[nH]c2ccc([N+](=O)[O-])cc12	-2	-14	-2	10	0	-5	-12	18	5
O=c1c(-c2ccc3c(c2)OCCO3)coc2cc(OC3OC(CO)C(O)C(O)C3O)ccc12 (stereo unspecified)	-1	-7	-7	4	-3	-2	-9	14	6
Cc1ccccc1SCC(=O)N1CCN(c2ccc(C(F)(F)F)cn2)CC1	10	7	-4	1	-2	-1	5	21	1
CC(NC(=O)COc1ccccc1)C(=O)OCC(=O)c1cc2ccccc2o1 (stereo unspecified)	-3	-2	-9	5	-3	-9	-2	9	7
NS(=O)(=O)c1cccnc1Nc1ccc(Cl)c(Cl)c1	7	-5[20 µM]	-12	nt	1	-9	-5	11	5
COc1ccc(C2(CNC(=O)Cc3ccc(OC)c(OC)c3)CCOCC2)cc1	2	-23[20 µM]	-16	3	-3	-4	4	19	1
Cc1ccc2[nH]c3c(c2c1)CN(C(=O)CN1CCN(c2ccccc2)CC1)CC3	1	-34	3	8	-5	-7	-5	19	4
Next records follow.
SMILES	BaF3 parental	Furin inh	p47phox inh	PGE2 EP2 inh	Ba/F3 V617F tox	RBBP9 inhibitor	TbHK1 inh	PPC-1+TRAIL kill	p97 inhibitor
Cc1cc2ncc(C(=O)N=CN(C)C)cn2n1	5	-23	5	7	2	-7	-4	16	-1
O=C(O)c1ccccc1Sc1ncnc2sccc12	3	-11	-16	21	-4	-6	-3	13	10
CCCS(=O)(=O)N1CCN(Cc2ccccc2[N+](=O)[O-])CC1	8	-6	5	1	7	1	8	-3	-4
CC1=CC2=NC(=O)CC(C)(C(=O)N(CC(=O)NC3CCCC3)c3ccccc3C)N2C=C1 (stereo unspecified)	0	-20	-3	5	-2	-6	-25	13	3
Cc1cc(NC(=O)CN(C)S(=O)(=O)c2cccc(Cl)c2)no1	4	-9	-8	6	-2	-5	-1	19	2
Cc1oc2c(c1C(=O)NCc1cccnc1)C(=O)c1ccccc1C2=O	101*	-22	1	10	94*	2	-7	95*[5 µM]	6
Cc1cc(C)nc(NNC2=CC(=O)CC(C)(C)C2)n1	4	-19	-4	7	-2	-5	2	30	4
O=C(COc1ccc(Cl)cc1[N+](=O)[O-])NC1CCCCC1	2	-6	5	4	0	1	-4	19	0
COc1ccc(CC2(CO)CCN(Cc3cnn(-c4ccccc4OC)c3)CC2)cc1	3	-15	-2	7	2	-2	-3	8	-5
O=C(O)Cc1ccc2ocnc2c1	3	-19[20 µM]	-12	11	0	-6	0	-5	-5
CCCOc1nc(N)c(C#N)c(-c2ccccc2F)c1C#N	12	-14[20 µM]	-10	27&8	5	-12	5	18	-5
CCOC(=O)C1=C(C)N(c2ccccc2)C(=O)/C1=C\c1cccs1	2	-18	-5	6	0	5	-7	8	-2
CN1/C(=C/C(=O)CSc2ccccc2C(=O)O)C(C)(C)c2ccccc21	6	-12	-136	9	1	-16	-26	16	-3
CCCN(CC1CCCO1)C(=O)CCc1nnc(-c2cc(C)on2)o1 (stereo unspecified)	1	-21	3	3	-3	-4	-2	-3	0
CCOc1ccc(C)cc1S(=O)(=O)Nc1ccc(Cl)cn1	2	-10[20 µM]	4	10	-3	1	-9	17	7
Cc1cc(C)n2ncc(C(=O)NCCc3ccccc3)c2n1	8	-16[20 µM]	8	10&10	2	-4	-10	17	-5
Cc1cccc(NC(=S)NC(=O)c2ccc(Br)o2)c1C	2	-30	7	9	5	-11	8	0	-2
NC(=O)CCCSc1nc2ccccc2[nH]1	4	-26	-1	9	-1	-3	-4	7	2
O=C(CCS(=O)(=O)c1ccccc1)Nc1nc2c(s1)CCCC2	-2	-12	-12	10	-5	-6	-7	-8	-1
Cc1cc(C(=O)NC2Cc3ccccc3C2)c(C)o1	-1	-14	1	19	-4	5	-11	18	8
COc1ccc(Cn2nnnc2C(c2cccs2)N2CCOCC2)cc1 (stereo unspecified)	8	18[20 µM]	-8	2	1	1	0	16	2
CCC1(c2ccccc2)NC(=S)N(c2cccc(C)c2C)N1 (stereo unspecified)	7	-14	-1	4	-2	-1	-5	18	2
CCC(=O)Nc1ccc2c(c1)C(=O)N(C1CCCCC1)C2=O	9	-6[20 µM]	4	4	5	-15	2	-10	-5
O=C1OCCC1Sc1nnc(-c2ccc(Cl)cc2)n1Cc1ccccc1 (stereo unspecified)	0	-17	-3	5	-1	-2	-15	16	-5
O=C(Nc1cc(Cl)ccc1N1CCOCC1)c1cnccn1	1	-22[20 µM]	-16	10	0	-3	2	16	0
NS(=O)(=O)c1cccc(NC(=O)COC(=O)CCSc2ccccc2)c1	5	-16	-10	7	-1	-1	31	20	5

Five entries already listed, ordered by formula weight, rising:
SMILES	BaF3 parental	Furin inh	p47phox inh	PGE2 EP2 inh	Ba/F3 V617F tox	RBBP9 inhibitor	TbHK1 inh	PPC-1+TRAIL kill	p97 inhibitor
CCC(=O)Nc1ccc2c(c1)C(=O)N(C1CCCCC1)C2=O	9	-6[20 µM]	4	4	5	-15	2	-10	-5
CCCS(=O)(=O)N1CCN(Cc2ccccc2[N+](=O)[O-])CC1	8	-6	5	1	7	1	8	-3	-4
CCOC(=O)C1=C(C)N(c2ccccc2)C(=O)/C1=C\c1cccs1	2	-18	-5	6	0	5	-7	8	-2
Cc1oc2c(c1C(=O)NCc1cccnc1)C(=O)c1ccccc1C2=O	101*	-22	1	10	94*	2	-7	95*[5 µM]	6
O=C1OCCC1Sc1nnc(-c2ccc(Cl)cc2)n1Cc1ccccc1 (stereo unspecified)	0	-17	-3	5	-1	-2	-15	16	-5

Not all compounds are listed, so the mix of outcomes need not match the whole.
